Assay outcomes deposited in PubChem BioAssay by National Center for Advancing Translational Sciences (NCATS).
HT1080-NT tox: qHTS for induction of synthetic lethality in tumor cells producing 2HG: qHTS for the HT-1080-NT fibrosarcoma cell line; Potency, µM (series often up to 46.1 µM), without a hit: at the top dose activity, negative = less viability, actives largely listed as cytotoxic; HT-1080-NT fibrosarcoma viability, CellTiter-Glo ATP luminescence, 48 h; AID 686970, 2013; 360,000 compounds, 1.6% hits;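 note: NT is the 2HG producing partner of a matched IDH1 knockdown line; potency is the fitted concentration of half-maximal effect; 0% = DMSO-treated cells and -100% = media-only wells without cells; nearly all actives have a fitted effect of over 55% in size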
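Toxicity toward the 2HG-producing NT line was scored as %Activity, normalised to DMSO and no-cell wells, from CellTiter-Glo luminescence after 48 hours' treatment.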
MCF10A rerep: A quantitative high throughput screen for small molecules that induce DNA re-replication in MCF 10a normal breast cells | Potency, µM (doses to about 46.1 µM), inactives show top-dose activity, positive = re-replication, hits mostly activators | 350,000 compounds, 2.9% hits | MCF 10A DNA re-replication, Hoechst nuclear intensity, 48 h; note: potency is the fitted concentration of half-maximal effect; % of control where 0% means no effect; nearly all actives have a fitted effect of over 50% in size
HepG2 tox: qHTS for Inhibitors of TGF-b: Cytotox Counterscreen; HepG2 CAGA-GFP viability, ATP luminescence, 18 h; Potency, µM (doses to about 46.1 µM), inactives show at the highest dose activity change, negative = cytotoxicity, hits mostly cytotoxic; 410,000 compounds, 0.76% hits; note: potency is the fitted concentration of half-maximal effect; some results filed as inactive show a strong effect at the top dose
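CellTiter-Glo luminescence gave cytotoxicity after 18 hours at 37 degrees C. The cells were HepG2 CAGA-GFP in 1% FBS DMEM, stimulated with 500 pg/mL TGF-beta after compound addition. %Activity was normalised to no-cell wells (complete cell-killing) and DMSO (no toxicity), and curves were fitted and classified.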
HT1080 IDH1KD tx: qHTS for induction of synthetic lethality in tumor cells producing 2HG: qHTS for the HT-1080-IDH1KD cell line; HT-1080 IDH1 knockdown viability, ATP luminescence, 48 h; Potency, µM (doses to about 46.1 µM), inactives show at the top dose activity, negative = toxicity, actives largely listed as cytotoxic; 360,000 compounds, 2% hits; AID 686971, 2013;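 note: potency is the fitted concentration of half-maximal effect; 0% = DMSO wells and -100% = cell-free medium wells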
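Assay cells: HT-1080 with IDH1 knockdown, 750 per well, RPMI/5% FBS. Exposure: 48 h at 37 °C following 2 h pre-incubation. Read: CellTiter-Glo luminescence; fitted concentration-response, curve class assigned.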
IL1B secr inh: qHTS for Inhibitors of Inflammasome Signaling: IL-1-beta AlphaLISA Primary Screen; THP-1 LPS/ATP IL-1B secretion, AlphaLISA, 16 h; active compounds read low; activity change, % at 57.5 µM; 360,000 compounds, 4.7% hits; in the data active = activity change below about -50%; inconclusive = mostly about -30% to -49%; note: % is set by controls: 0 for no effect and ±100 for the full control effect
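Secreted IL-1B measured by AlphaLISA bead assay after 16 h compound exposure of THP-1 cells; compounds (final up to 57.5 uM) added 1 h before LPS (250 ng/mL) and ATP (1.25 mM) stimulation; lower signal means less secretion.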
KB-3-1 cytotox: qHTS assay for MDR1-selective chemotherapeutics: Primary screen using the parental adenocarcinoma cell KB-3-1; KB-3-1 viability, CellTiter-Glo ATP luminescence, 72 h; Potency, µM (series often up to 46.1 µM), for the others: at the highest dose activity change, negative = cytotoxic, actives largely listed as cytotoxic; 400,000 compounds, 1.4% hits; AID 1347075, 2019; note: potency is the fitted concentration of half-maximal effect; % is set by controls: 0 for no effect and ±100 for the full control effect; nearly all actives have a fitted effect of over 60% in size
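Viability of parental KB-3-1 cells, measured by CellTiter-Glo luminescence, followed a 72 h incubation at 37 °C with pinned compounds in phenol-red-free DMEM containing 10% FBS.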
ATXN2 expr inh: Primary qHTS for Inhibitors of ATXN expression | HEK-293 ATXN2-luciferase reporter, luminescence, 24 h | Potency, µM (top dose mostly 57 µM), for inactives: top-dose activity change, negative = inhibition, actives largely listed as inhibitors | 360,000 compounds, 0.72% hits; note: potency is the fitted concentration of half-maximal effect; % is set by controls: 0 for no effect and ±100 for the full control effect; nearly all actives have a fitted effect of over 55% in size
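qHTS (up to 57 uM final) was run with 24 h compound exposure of reporter cells at 37 °C. Each well was multiplexed: SteadyGlo luminescence measured ATXN2-luciferase expression after a fluorogenic Gly-Phe-AFC viability readout (25 uM final).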
SW480 rereplic: A quantitative high throughput screen for small molecules that induce DNA re-replication in SW480 colon adenocarcinoma cells; 340,000 compounds, 1.8% hits; SW480 DNA re-replication, Hoechst DNA content imaging, 48 h; Potency, µM (highest dose often 46.1 µM), without a hit: top-dose re-replication activation, most hits filed as activators; note: potency is the fitted concentration of half-maximal effect; % of control where 0% means no effect; nearly all actives have a fitted effect of over 55% in size
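Cells (250 per well) received 23 nL compound or DMSO by pin tool and were kept 48 hr at 37 C, 5% CO2. Nuclei were then stained with Hoechst for 40 min and scanned for DNA content.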
S2 tox: Viability Counterscreen for Primary qHTS for Inhibitors of ATXN expression. S2 cells (HEK-293 line with an ATXN2-luciferase reporter) viability, CellTiter-Fluor protease fluorescence, 24 h. Potency, µM (titrated, usually from 56.7 µM), hits mostly cytotoxic. AID 651635, 2014. 400,000 compounds, 0.49% hits; note: potency is the fitted concentration of half-maximal effect; nearly all actives have a fitted effect of over 40% in size
The depositor's hits bear a star; i = inactive; ? = inconclusive; nt = not tested or not shown; & = joins results of further samples; [ ] = dose if it differs, or a comment. Unless noted, calls come from the whole dose curve; as a rule, active = well fitted curve in the direction sought with a large enough effect; inconclusive = small, poorly fitted or top-dose-only effect, or another doubt; inactive = no such curve, though single readings can be large; an effect the other way counts as inactive or inconclusive.

molecule,HT1080-NT tox,MCF10A rerep,HepG2 tox,HT1080 IDH1KD tx,IL1B secr inh,KB-3-1 cytotox,ATXN2 expr inh,SW480 rereplic,S2 tox
Cc1cc(C(=O)NNC(=O)c2sccc2C)c(C)o1,-14%,0%,-1%,-6%,-6,?,47%[activator],6%,i
CCN(CC)/C(Sc1ccccc1)=C(\C(Cl)=C(Cl)Cl)[N+](=O)[O-],27%,9%,-12%,15%,-89*,-3%,-4%,?,i
COC(=O)NC(C)N1C(=O)C2C3C=CC(C3)C2C1=O (stereo unspecified),9%,-2%,-16%,10%,11,4%,-3%,-1%,i
CCS(=O)(=O)c1nc(S(=O)(=O)c2ccc(C)cc2)c(NC(C)c2ccccc2)s1 (stereo unspecified),nt,nt,-10%,nt,nt,0%,7%,nt,i
Cc1cc(C)cc(NC(=O)NCc2nnc(SCc3ccccc3)n2C)c1,-16%,-16%,12%,-14%,5,23%,-10%,-1%,i
O=C(CCC1N=C2c3ccccc3N=C(SCc3cccc(F)c3)N2C1=O)NCc1ccc(F)cc1 (stereo unspecified),nt,nt,-36%,nt,nt,-4%,-5%,nt,i
CCN(CC)c1cccc(OC2=NS(=O)(=O)c3ccccc32)c1,-4%,-5%,-23%,0%,3,-6%,-1%,-7%,i
O=C(CNS(=O)(=O)c1ccc(Br)cc1)Nc1ccc2c(c1)OCCO2,3%,-1%,0%,5%,17,24%,-8%,?,i
CCc1ccccc1N1CC(c2nc3ccccc3n2CCCOc2ccc(Cl)cc2)CC1=O (stereo unspecified),nt,nt,-7%,nt,nt,0%,15%,nt,i
CCSc1nnc(-c2cccnc2)n1Cc1ccco1,2%,12%,0%,9%,4,-4%,-8%,-10%,i
CC(C)OCCCNC(=O)c1cc2c(s1)CS(=O)(=O)C2,29%,26%,-1%,24%,16,1%,7%,-11%,i
CS(=O)(=O)Nc1ccc(N2CCN(c3ccc(C(F)(F)F)cn3)CC2)nc1,-11%,7%,0%,?,-12,-9%,-24%,1%,i
COc1ccc(NC(=O)C2CCCN(S(=O)(=O)c3ccc4c(c3)CCCN4C(C)=O)C2)cc1Cl (stereo unspecified),5%,11%,-16%,6%,27,?,-18%,19%,i
Nc1[nH]c(C(=O)c2ccccc2)c(-c2ccc(Cl)cc2)c1C(=O)NCCc1c[nH]c2ccccc12,?,nt,nt,-25%,0,?,17%,nt,?
CCOC(=O)N1CCN(C(=O)c2cc(-c3ccc(F)cc3)[nH]c2C)CC1,11%,14%,-2%,13%,-10,12%,-21%,0%,i
CC(C)CC(=O)NNC(=S)NCc1ccco1,21%,-31%[inhibitor],-11%,20%,1,-2%,-12%,-39%[inhibitor],i
O=C(Nc1cccc(NC(=O)c2ccc(Br)cc2)c1)c1ccccc1,?,?,-14%&-8%,-25%,-12,13%&0%,-1%&7%,3%,?
COc1ccccc1Nc1nn2c(=O)c3ccc(C(=O)NC4CCCCC4)cc3nc2s1,nt,nt,-1%,nt,nt,-8%,-13%,nt,i
CCc1ccccc1NC(=O)NCc1cccnc1,15%,0%,20%,17%,24,22%,2%,-14%,?
O=C(Cn1cnc2c(nnn2Cc2ccc(F)cc2)c1=O)N1CCCCC1,10%,4%,10%,19%,-8,6%,15%,-5%,i
CN(C)c1cccc(C(=O)N2CCCC(C(=O)c3cc(F)ccc3F)C2)c1 (stereo unspecified),-8%,14%,9%,-1%,15,-9%,-23%,-2%,i
C/C(CCCO)=N/Nc1ccc([N+](=O)[O-])cc1[N+](=O)[O-],?,-23%[9.22 µM],-2%,?,10,-18%,-18%,-38%[inhibitor],nt
CN(CCO)c1c2c(nc3cc(-c4cccc(F)c4)nn13)CCCC2,-22%,19%,-35%,-7%,-25,0%,35%[activator],1%,?
CCOC(=O)N1CCN(C(=O)c2cn(-c3ccc(C)c(C)c3)c(=O)c3ccccc23)CC1,3%,-1%,-4%,17%,-8,0%,-3%,-3%,i
O=C(NCC1CCCCC1)c1ccc(Br)o1,9%,2%,-2%,0%,-16,-1%,6%,4%,i
Cc1noc(C)c1CSCc1ccc(Cl)cc1,10%,-3%,3%,14%,0,-2%,-11%,-8%,i
CC1CCN(c2ccc3c(c2)S(=O)(=O)c2cccc(C(=O)NC4CC4)c2C3=O)CC1,-3%,-1%,-21%,2%,14,20%,17%,2%,i
Cc1nc(C)c(C(=O)NCc2ccccc2Cl)o1,0%,1%,2%,-1%,15,?,-4%,-3%,i
CCCc1nn2c(N)c(/C=C3\C=Nc4ccccc43)c(=O)nc2s1,-2%&-3%,?,6%&-4%,9%&0%,5&-7,9%&0%,-8%&-4%,-11%&0%,?
COC(=O)c1ccccc1NC(=O)C1CCCCC1C(=O)O (stereo unspecified),-1%,-4%,-1%,-14%,24,2%,-9%,3%,i
COc1ccc(OCc2cc(C(=O)NCC3CCCCO3)no2)c(Cl)c1 (stereo unspecified),13%,4%,-38%,7%,-7,-21%,34%,0%,i
O=C(Nc1ccccc1C(=O)N1CCOCC1)C1CCCO1 (stereo unspecified),2%,1%,-5%,2%,19,3%,-4%,-4%,?
CC(C)OCCCNC(=O)C(NC(=O)c1ccc(Cl)cc1)C(C)C (stereo unspecified),11%,5%,3%,27%,17,11%,-15%,1%,i
O=c1cc(NCc2ccccc2)c2ccccc2o1,7%,2%,9%,16%,-20,?,5%,-15%,i
CC(C)c1ccc(NC(=O)c2ccc3c(c2)CCCN3S(C)(=O)=O)cc1,nt,nt,-48%,nt,nt,-15%,-20%,nt,?
Cc1ccc2[nH]c3c(=O)n(CC(=O)N4CCCCC4)ncc3c2c1,nt,nt,-1%,nt,nt,3%,6%,nt,i
COc1ccc(CCC(C)NCc2cccc(Br)c2)cc1 (stereo unspecified),-10%,17%,-46%,-10%,-20,-1%,nt,-1%,i
Cc1c(C(=O)OC(C)C)sc(NC(=O)C2c3ccccc3Oc3ccccc32)c1C(=O)OC(C)C,nt,nt,-15%,nt,nt,?,21%,nt,i
CC(=O)Nc1ccc(NC(=O)C(C)Sc2nnc(-c3ccc4c(c3)OCO4)o2)cc1 (stereo unspecified),-6%,-49%,2%,-13%,-2,0%,37%,-8%,i
Cc1csc(SCC(=O)Nc2sccc2C#N)n1,-3%,14%,5%,3%,18,2%,-26%,-9%,i
CC(C)CC(c1nnnn1Cc1ccccc1)N1CCN(C(=O)c2ccco2)CC1 (stereo unspecified),1%,1%,-2%,-1%,8,-4%,-5%,-3%,i
Cc1ccc(-c2nn(CC(=O)NCCN3CCOCC3)c(=O)c3ccccc23)cc1,1%,-2%,-4%,8%,-6,-1%,2%,-2%,i
CCOc1ccccc1NC(=O)Cn1c(=O)n(Cc2ccco2)c(=O)c2ccc(C(=O)NC3CCCC3)cc21,nt,nt,-14%,nt,nt,7%,-3%,nt,i
CCOc1ccc(CCNC(=O)CCCn2c(=O)c3cccn3c3cccnc32)cc1OCC,21%,?,9%&-15%,11%,-8,?,nt,24%,i
COc1cc(CCC(=O)OCC(=O)Nc2cccc(S(=O)(=O)N(C)C)c2)cc(OC)c1OC,-2%,6%,-8%,1%,0,0%,-6%,0%,i
CCCCN(C)c1c(C)nc2ccc(C(=O)NCc3cccs3)cn12,-5%,nt,-3%,-6%,-24,-6%,-15%,nt,i
Cc1nc(C(=O)NC2CCOCC2)sc1C1(C)CC(c2ccccc2)=NO1 (stereo unspecified),8%,11%,-27%,7%,8,14%,9%,5%,i
COc1ccc(/C=N/NC(=O)c2ccc(NC(C)=O)cc2)cc1COc1ccc(F)cc1F,-16%,2%,-6%,?,0,3%,-14%,-6%,i
Cc1cccc(NC(=O)c2ccccc2NC(=O)c2ccccc2)n1,-16%,-1%,-27%,-12%,16,?,nt,?,?
Cc1nc2cc(-c3cccc(F)c3)nn2c(C)c1CCC(=O)NCCc1ccccc1,nt,nt,-2%,nt,nt,-2%,-19%,nt,i
Cc1ccc(C(=O)N2CCC3(CC2)Oc2ccc(Cl)cc2C(=O)C32CC(c3ccccc3)=NO2)s1 (stereo unspecified),2%,?,-16%,-3%,-17,-1%,-4%,?,i
CCOc1ccc(C(C)NC(=O)Nc2ccccc2C(=O)OC)cc1 (stereo unspecified),1%,21%,4%,8%,-5,-2%,6%,-11%,i
Cc1ccc(NC(=O)CN(C)CC(=O)Nc2c(C)cccc2C)c(Br)c1,6%,0%,-1%,8%,9,3%,-1%,0%,i
CC(=O)Nc1ccc(C(=O)Nc2nc(-c3cccnc3)cs2)cc1,5%,4%,-66%,22%,-19,?,-15%,-5%,i
COc1cccc(-c2c(C(=O)N/N=C(\C)c3ccncc3)nnn2-c2nonc2N)c1,12%,-3%,-15%,-6%,7,1%,nt,5%,i
CCCOc1cccc(C2/C(=C(/O)c3ccc4c(c3)CC(C)O4)C(=O)C(=O)N2CCN2CCOCC2)c1 (stereo unspecified),0%,-15%,-5%,-6%,10,-4%,0%,-1%,i
CCOC(=O)CCNC(=O)CNC(=O)OCc1ccccc1,15%,-1%,-10%,12%,36,8%,-13%,-1%,i
